JMJD2C inh – blocks human GASC-1 demethylase activity; Q9H3R0; GST-JMJD2C(1-420) H3K9me3 demethylation, DELFIA europium; inhibition, % at 2.35 µM; actives 0.069% (n = 330,000); AID 2099;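 active means more than half of a compound's replicate wells show inhibition beyond 50%, single wells judged on their own value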;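 further: signal counts dimethyl H3K9 product captured on neutravidin plate; 0% = median of DMSO wells and 100% = 0.3 times that DMSO median; strong numbers were not always called active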
Target sequence (Q9H3R0 1-420 limits assumed): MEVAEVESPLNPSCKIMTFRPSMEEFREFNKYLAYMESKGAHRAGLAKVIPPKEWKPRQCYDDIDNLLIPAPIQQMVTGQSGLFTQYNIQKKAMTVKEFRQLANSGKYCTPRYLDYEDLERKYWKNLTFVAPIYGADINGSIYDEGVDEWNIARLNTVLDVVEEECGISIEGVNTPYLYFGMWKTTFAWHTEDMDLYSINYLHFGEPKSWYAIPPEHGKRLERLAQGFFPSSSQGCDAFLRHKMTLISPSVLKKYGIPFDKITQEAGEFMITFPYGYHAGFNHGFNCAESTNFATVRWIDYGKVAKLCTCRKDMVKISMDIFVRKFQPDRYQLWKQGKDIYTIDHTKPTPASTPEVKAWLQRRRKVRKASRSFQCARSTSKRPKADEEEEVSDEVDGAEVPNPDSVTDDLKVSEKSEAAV
PP5 primary – inhibitors of human protein phosphatase 5 (PP5); P53041; purified PP5c, OMFP substrate fluorescence; inhibition, % at 6.7 µM; actives 0.18% (n = 320,000); AID 1987;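 active means inhibition above the campaign's mean inhibition across all tested compounds plus 3 SD, cut at about 9.5% in these data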;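 further: 0% = DMSO only and 100% = 100 µM cantharidin control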
core dimer inh – HCV core protein dimerization inhibition; TR-FRET GST/Flag-core106 dimerization, 1536-well; actives 0.33% (n = 300,000); AID 1899; inhibition, % at 5 µM;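 active means inhibition above the mean of all tested compounds plus 3 SD, set per screening campaign, cut at about 45% in these data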
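test system = GST/Flag-tagged HCV core106 proteins | probe or stimulus = Eu donor and XL665 acceptor anti-tag antibodies | times = compound-protein-antibody incubation 4 h at 22.5 °C | signal = TR-FRET, excitation 340 nm, emission 617 and 671 nm | measure = percent inhibition of core106 dimerization signal | controls = wells lacking GST-core106 and wells with excess unlabelled core106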
proCasp7 act – activates human procaspase-7, counter-screen for procaspase-3 activators; P55210; recombinant procaspase-7, Ac-DEVD-pNA absorbance 405 nm; D23A/D198A/D206A triple mutant, cannot self-cleave; scale: DMSO 0, 5 µM enzyme 100; activation, % at 8.5 µM; actives 0.093% (n = 330,000); AID 463210;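 active means percent activation above the screen-wide mean plus 3 SD, cut at about 25% in these data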
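signal = Epi-absorbance of released pNA at 405 nm, two timepoints | assay system = Uncleavable procaspase-7 mutant enzyme | reagent = Ac-DEVD-pNA substrate, 400 µM as added | times = 1 h enzyme–compound preincubation and 2 h substrate reaction, both 25 °C | benchmarks = low DMSO alone, high DMSO plus 5 µM PC-7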
Efflux pump inh – antifungal efflux pump inhibition, Nile Red retention | S. cerevisiae Candida pump triplex | inhibition, % at 10 µM | actives 0.44% (n = 330,000) | AID 485275;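 active means plate passing quality check with inhibition over a set limit, or well fluorescence over plate mean plus 4 SD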;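 further: Nile Red retained in pooled yeast measured as flow cytometry median fluorescence; 0% = buffer negative control and 100% = Enniatin B positive control; higher means more Nile Red kept so more efflux inhibition; some compounds called inactive have numbers as strong as hits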
TPT1 inhibitor – inhibitors of Candida albicans tRNA 2'-phosphotransferase TPT1 | actives 0.81% (n = 300,000) | AID 1962 | inhibition, % at 5 µM | recombinant caTPT1, FP RNA substrate dephosphorylation;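 active means inhibition above the mean of all tested compounds plus 3 SD, set per screening campaign, cut at about 24% in these data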;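 further: plate controls were DMSO alone for no effect and ferristatin control at 100 nM for full effect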
CTSL1 counter – blocks F. hepatica cathepsin L1 in PFM18AAP counter-screen | recombinant F. hepatica cathepsin L1, Z-Leu-Arg-MCA fluorescence | inhibition, % at 5.96 µM | actives 0.49% (n = 300,000);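 active means inhibition above the mean of all tested compounds plus 3 SD, set per screening campaign, cut at about 17% in these data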;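 further: 0% = plate median of test compound wells and 100% = 1 µM Z-Phe-Ala-diazomethylketone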
procasp3 activ – activates human procaspase-3; P42574; AID 463141; actives 0.11% (n = 330,000); activation, % at 8.5 µM; recombinant procaspase-3 D3A, Ac-DEVD-pNA absorbance 405 nm;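 active means activation above the mean of all tested compounds plus 3 SD, cut at about 21% in these data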;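 further: 0% = DMSO alone and 100% = DMSO wells spiked with extra 5 µM PC-3 D3A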
Target sequence (P42574 whole entry D9A/D28A/D175A): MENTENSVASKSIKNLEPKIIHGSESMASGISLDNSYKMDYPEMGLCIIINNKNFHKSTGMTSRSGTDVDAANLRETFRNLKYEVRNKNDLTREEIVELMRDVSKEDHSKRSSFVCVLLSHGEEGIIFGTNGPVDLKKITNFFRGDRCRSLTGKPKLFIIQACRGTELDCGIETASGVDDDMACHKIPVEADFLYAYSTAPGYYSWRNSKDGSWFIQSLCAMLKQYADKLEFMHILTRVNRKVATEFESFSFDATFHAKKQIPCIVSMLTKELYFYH
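Test system: Procaspase-3 D3A mutant, all three cleavage aspartates alanine | Dosing: Single dose, 8.5 µM nominal compound, 0.8% DMSO | Schedule: 1 h preincubation, 2 h reaction | Technique: 405 nm absorbance of p-nitroaniline, reads at 0 and 120 min | Repeats: One well per compound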
PP1 counter – counter-screen for PP5 inhibitors: inhibitors of human PP1-alpha; purified PP1alpha, OMFP fluorescence; P62136; inhibition, % at 6.7 µM; actives 0.9% (n = 320,000); AID 2235;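 active means inhibition above the mean inhibition of all tested compounds plus 3 SD, computed separately for each screening campaign, cut at about 15% in these data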
Target sequence (P62136 whole entry, looked up): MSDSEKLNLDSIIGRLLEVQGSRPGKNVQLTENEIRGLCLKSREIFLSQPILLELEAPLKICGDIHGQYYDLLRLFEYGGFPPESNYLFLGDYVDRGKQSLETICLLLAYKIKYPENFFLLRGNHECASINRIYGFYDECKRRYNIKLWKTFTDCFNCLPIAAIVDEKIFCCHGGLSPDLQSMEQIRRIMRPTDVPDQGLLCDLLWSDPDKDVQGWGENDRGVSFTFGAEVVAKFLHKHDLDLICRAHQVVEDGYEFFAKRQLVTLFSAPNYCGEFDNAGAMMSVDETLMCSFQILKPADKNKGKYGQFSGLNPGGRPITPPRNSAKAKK
* = called active by the depositor; i = inactive; x = no result given; & = joins results of further samples.

SMILES	JMJD2C inh	PP5 primary	core dimer inh	proCasp7 act	Efflux pump inh	TPT1 inhibitor	CTSL1 counter	procasp3 activ	PP1 counter
COc1ccc(CCNC(=O)CCCCCn2c(SCC(N)=O)nc3cc4c(cc3c2=O)OCO4)cc1OC	-14.3	2.2	-2.5	5.8	0.2	0.0	0.7	11.3	-0.7
COc1ccccc1NC(=O)CSc1ccc2nnc(-c3ccncc3)n2n1	-5.0	1.0	4.4	11.9	-0.2	0.0	0.2	1.2	-1.0
C/C(=N/NC(=O)c1sc(NS(=O)(=O)c2ccccc2)nc1C)c1sc(N)nc1C	2.4	2.1	-7.1	-14.3	-0.2	-4.3	4.8	-4.2	5.2
COc1ccc(C2c3c(-c4cc(Cl)c(C)cc4O)n[nH]c3C(=O)N2Cc2cccnc2)cc1OC (stereo unspecified)	12.2&-75.6	4.0	5.1	5.8	0.1	0.0	-1.0	9.3	15.3*
CC(=O)c1cccc(NC(=S)NCCc2ccc(F)cc2)c1	7.1	-2.1	0.1	13.2	0.5	-0.9	0.2	1.8	-3.7
CSC1=C(C#N)C(c2ccccc2)C(C(C)=O)=C(C)N1 (stereo unspecified)	-5.2	0.0	-2.2	1.4	0.1	-1.7	-3.3	4.4	0.6
COc1ccc(CNc2nn[nH]n2)cc1OC	3.2	0.5	-1.4	1.0	0.1	1.7	-1.4	-1.9	0.2
Cc1ccc(S(=O)(=O)N(C)CCCC(=O)NC(C)(C)C)cc1	-3.4	1.2	-0.4	-3.3	-0.1	-7.4	-1.8	1.4	-3.2
Cc1ccc(S(=O)(=O)N(CC(=O)N2CCOCC2)C2CCCCC2)cc1	-22.1	-0.9	3.1	3.4	0.0	0.3	1.3	-2.4	-2.0
CCN1/C(=C2\C(=O)N(C)C(=S)N2c2ccccc2)C=Cc2ccccc21	9.9	1.8	-17.2	-24.6	0.1	0.2	1.2	-13.5	-0.1
Cc1cc(=O)oc2cc(OCC(=O)OCC(=O)NCCc3ccccc3)ccc12	4.3	1.1	-0.7	3.6	0.1	2.2	-7.4	-6.8	-2.9
COc1ccc(CNC(=O)c2oc3ccc(S(=O)(=O)N4CCOCC4)cc3c2C)cc1	2.2	2.2	2.6	1.0	-0.2	-1.5	0.1	5.2	-2.6
CCC(C)(C)NC(=O)Cn1c(-c2ccc(C)cc2)noc1=O	-3.6	-1.4	-3.0	-0.5	0.3	1.2	-3.1	8.1	-3.7
CC(=O)c1ccc(N=Nc2c(C)[nH]n(-c3ccccc3)c2=O)cc1	3.4	2.4	5.3	0.2	-0.2	-5.2	-0.3	1.8	-5.2
O=C(Cc1c(F)cccc1Cl)N1CCOCC1	10.0	0.2	-3.7	6.2	0.0	-6.2	-6.1	0.9	-1.9
COc1cc2c(cc1OC)C(C)N(C(=O)c1cc3c(s1)-c1c(C)cccc1OC3)CC2 (stereo unspecified)	0.1	2.9	-7.8	21.6	0.4	-1.1	6.5	9.0	0.8
O=C(O)c1cccc(CSc2nnc(COc3ccccc3)o2)c1	-3.4	-0.4	-1.6	4.1	-0.1	-1.8	0.1	4.5	1.1
Cn1c(C(=O)N2CCN(c3ccccn3)CC2)cc2ccccc21	8.1	1.3	4.2	-1.5	0.3	-1.3	-1.2	1.1	-1.5
Cc1cccc(OCCOCCN2CCOCC2)c1C	8.3	2.5	-5.2	-0.9	0.2	2.0	0.0	-0.3	0.1
COc1ccc(C2C(C(=O)c3ccc(C)o3)=C(O)C(=O)N2c2cc(C)on2)cc1OC (stereo unspecified)	-2.3	-0.8	5.3	-65.3	0.1	1.4	1.4	-10.4	-3.1
CCC(=O)Nc1ccc(OCC2CCCO2)cc1 (stereo unspecified)	15.2	-0.5	13.8	-14.5	-0.2	-1.6	-1.6	6.0	-4.1
On1nnc2ccccc21	-7.4	0.1	-1.6	-4.2	0.4	1.3	2.6	-7.7	-10.1
C=CCNC(=O)CSc1nc2sc(C)c(C)c2c(=O)[nH]1	-3.7	0.0	-28.7	-0.4	1.0	0.6	8.6	8.5	-0.2
CCc1ccccc1OCc1nnc(N)s1	1.2	0.1	-10.8	5.8	-0.1	-1.7	5.3	4.0	0.9
Cn1c(=O)c2c(ncn2CC(=O)N2CCN(C(=O)c3ccco3)CC2)n(C)c1=O	5.5	1.2	0.2	4.6	-0.1	-3.0	6.0	9.6	-5.4
Following part:
SMILES	JMJD2C inh	PP5 primary	core dimer inh	proCasp7 act	Efflux pump inh	TPT1 inhibitor	CTSL1 counter	procasp3 activ	PP1 counter
CCn1c(Oc2ccccc2F)nc2c1c(=O)n(C)c(=O)n2C	-14.3	1.2	9.2	10.8	-0.2	0.5	-2.9	-0.4	-2.7
CN1C(=O)C(=O)N(CC(=O)N2CCc3ccccc32)C1=O	-2.2	-0.1	-6.7	-7.8	-0.4	-4.4	2.1	2.8	-2.9
CCOc1ccc(-c2c(C(=O)N/N=C/c3cccs3)nnn2-c2nonc2N)cc1	20.3	2.9	6.0	3.1	0.0	-2.6	3.8	-3.7	11.2
O=C(O)/C(=C\c1cccs1)Sc1nnc(-c2ccc(F)cc2)o1	0.1	0.4	-1.3	-1.0	0.1	-1.0	-4.0	-4.4	0.2
COc1cc(S(=O)(=O)Nc2ccccn2)ccc1F	3.9	1.3	-0.3	9.1	0.7*	2.0	-4.3	2.8	-2.1
COc1ccccc1OCCNC(=O)C1CC(=O)N(Cc2ccc(C)cc2)C1 (stereo unspecified)	17.0	-0.9	0.3	1.4	-0.1	-1.9	-1.4	-7.3	-2.1
O=C(c1ccc(Cl)cc1)N1CCN(c2cccc3[nH]ccc23)CC1	-47.4	3.9	-2.3	-3.5	0.2	1.1	1.4	-4.8	-4.5
O=C(N/N=C/c1ccsc1)c1ccc2c(c1)OCO2	6.8	3.1	x	-11.0	-0.1	x	x	6.8	-2.5
O=C(c1ccccc1)N1CN2CN(C(=O)c3ccccc3)CC([N+](=O)[O-])(C2)C1	-15.4	-1.1	6.9	3.6	0.0	-0.1	-6.1	4.2	-4.1
COc1cccc2cc(C(=O)CS(=O)(=O)c3ccc(C)cc3)c(=O)oc12	3.6	-1.0	15.4	-0.8	0.0	-0.1	0.3	3.1	-4.8
CC(NS(=O)(=O)c1ccccc1)C(=O)Nc1ccc2c(c1)OCCO2 (stereo unspecified)	3.6	0.2	9.5	9.7	-0.1	-1.6	-3.9	-0.5	-4.2
Cc1ccc(-c2cc[n+](Cc3ccccc3)cc2)cc1	x	1.5	-0.5	-5.5	-0.1	-0.8	-7.4	-8.7	-4.6
CCN1CCCC1CNS(=O)(=O)c1ccc(Br)cc1 (stereo unspecified)	2.4	0.6	6.3	-11.3	-0.1	1.7	-3.2	10.7	-2.7
C=CCS(=O)(=O)N1CCCC(Cc2ccccc2C)(C(=O)OCC)C1 (stereo unspecified)	-10.9	-2.9	-1.9	-4.8	0.1	0.2	0.7	-2.7	-5.8
O=C(c1ccc(-c2ccccc2)cc1)c1ccc([N+](=O)[O-])cc1	-6.4	-0.6	0.9	2.0	0.1	0.8	0.6	0.0	-0.6
N/C(CCS(=O)(=O)c1ccc(Cl)cc1)=N\OC(=O)c1ccccc1Cl	25.1	-0.7	3.8	-3.4	0.0	-0.1	24.6*	-6.0	-3.0
O=C(COC(=O)CC1Sc2ccccc2NC1=O)NCc1ccccc1 (stereo unspecified)	39.3	0.1	-2.7	-4.8	0.0	-3.3	-105.9	-5.7	-2.6
O=C(O)/C=C\C(=O)NCc1cccnc1	-5.7	-1.3	-3.5	-3.6	-0.2	-10.0	-1.8	1.8	-7.0
Cc1ccc(-c2nc(SCC(=O)NCCN3C(=O)CSC3=O)[nH]c2-c2ccc(C)cc2)cc1	12.7	1.5	-2.7	-0.3	-0.1	3.3	1.1	2.3	2.4
COc1ccc(Nc2nccc(-c3cccc(N)c3)n2)cc1	-1.0	2.2	-8.2	-0.8	0.1	-0.6	5.0	-1.5	-1.2
C/C(=N\NC(=O)c1cc(C2CC2)nc2ccccc12)c1ccc(C)s1	-6.9	4.3	0.9	6.8	0.0	-0.1	1.1	9.3	1.5
CCOC(=O)c1c(C)[nH]c(C)c1C(=O)COC(=O)c1ccc(OC)cc1	1.0	2.4	0.3	10.1	-0.1	3.7	-4.2	4.6	-4.8
COc1ccc(CNC(=O)CCNS(=O)(=O)c2ccc(NC(C)=O)cc2)cc1OC	22.6	0.1	x	7.2	-0.1	x	x	1.1	-3.8
CC1CCCC(C)N1C(=S)NCc1ccco1 (stereo unspecified)	-9.7	0.2	4.3	-5.4	0.5	-0.2	-5.4	-7.8	-6.3
O=C(C1=C[C@@H](C2CC2)C[C@@H](OCCCCO)O1)N1CCN(Cc2ccccc2)CC1	3.6	2.0	-4.5	-5.7	0.1	-2.1	-2.6	3.5	2.0
(continued)
SMILES	JMJD2C inh	PP5 primary	core dimer inh	proCasp7 act	Efflux pump inh	TPT1 inhibitor	CTSL1 counter	procasp3 activ	PP1 counter
CC(=O)Nc1ccc(-c2ccc(NC(C)=O)c(O)c2)cc1O	17.2	-1.5	-20.2	-3.5	0.2	10.1	-4.1	0.0	-3.9
C[C@H](NC(=O)OCc1ccccc1)c1nnc([C@H](Cc2ccccc2)NC(=O)OC(C)(C)C)o1	-2.6	1.8	-2.8	7.3	-0.1	-2.3	1.4	1.3	0.7
O=C(NCCO)c1scc2c1OCCO2	7.3	1.1	-3.7	2.6	0.0	-2.1	-0.6	11.6	3.9
CCOCCCNC(=O)C1CCN(S(=O)(=O)N(CC(C)C)CC(C)C)CC1	5.3	1.0	0.4	11.3	-0.1	-4.0	3.7	-5.5	-4.3
Cc1cc(=O)cc(C)n1-c1ccccc1N	-21.2	2.7	-10.7	9.2	0.0	-2.1	-4.3	3.6	0.9
COc1ccc(S(=O)(=O)Nc2cccc(NC(C)=O)c2)cc1	i	1.3	-5.7	10.1	0.0	-1.4	-3.3	7.5	0.2
Cc1ccc(S(=O)(=O)NC(=O)c2cccc(C)c2)cc1	1.7	-4.7	0.9	0.7	0.1	1.4	-4.1	-8.2	-3.5
Cn1ncc([N+](=O)[O-])c1C(=O)Nc1ccc2c(c1)OCCO2	-0.2	2.8	2.5	4.8	0.1	0.4	-0.1	-4.2	-1.6
CCOc1ccc(NC(=O)CCCCCN2C(=O)[C@@H]3Cc4ccccc4CN3C2=O)cc1	12.6	0.9	1.8	-1.3	0.0	1.8	-2.5	3.6	-2.3
C=CCN(c1ccccc1OC)S(=O)(=O)c1cccc(C(=O)NC2=NCCS2)c1	-4.6	x	x	-14.3	0.1	x	x	-8.1	x

Two entries from above, set out differently.
canonical_smiles,JMJD2C inh,PP5 primary,core dimer inh,proCasp7 act,Efflux pump inh,TPT1 inhibitor,CTSL1 counter,procasp3 activ,PP1 counter
Cc1cc(=O)cc(C)n1-c1ccccc1N,-21.2,2.7,-10.7,9.2,0.0,-2.1,-4.3,3.6,0.9
CCOc1ccc(NC(=O)CCCCCN2C(=O)[C@@H]3Cc4ccccc4CN3C2=O)cc1,12.6,0.9,1.8,-1.3,0.0,1.8,-2.5,3.6,-2.3

Screening data from PubChem BioAssay.
